mcGAS lum: inhibitors of mouse cGAS. Q8C6L5. recombinant cGAS, Kinase-Glo ATP depletion luminescence. inhibition, % at 12.5 µM. 0.15% of 160,000 active. AID 1259399;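 note: 0% = negative control wells and 100% = reference inhibitor with no enzyme activity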
NPYLR7 ag: activates Aedes aegypti NPYLR7 receptor; HEK293T NPYLR7/Galpha15, GCaMP6s calcium fluorescence; 0.15% of 270,000 active; activation, % at 10 µM; in the data active = activation above about 40%;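 note: 0% = vehicle and 100% = reference agonist at the receptor; some compounds past the cut are filed as inactive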
hcGAS lum: human cGAS inhibition; inhibition, % at 12.5 µM; recombinant h-cGAS, ATP depletion, Kinase-Glo luminescence; 0.081% of 290,000 active; Q8N884;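 note: 0% = vehicle reaction and 100% = reaction without DNA for no activity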
Target sequence (Q8N884 whole entry, looked up): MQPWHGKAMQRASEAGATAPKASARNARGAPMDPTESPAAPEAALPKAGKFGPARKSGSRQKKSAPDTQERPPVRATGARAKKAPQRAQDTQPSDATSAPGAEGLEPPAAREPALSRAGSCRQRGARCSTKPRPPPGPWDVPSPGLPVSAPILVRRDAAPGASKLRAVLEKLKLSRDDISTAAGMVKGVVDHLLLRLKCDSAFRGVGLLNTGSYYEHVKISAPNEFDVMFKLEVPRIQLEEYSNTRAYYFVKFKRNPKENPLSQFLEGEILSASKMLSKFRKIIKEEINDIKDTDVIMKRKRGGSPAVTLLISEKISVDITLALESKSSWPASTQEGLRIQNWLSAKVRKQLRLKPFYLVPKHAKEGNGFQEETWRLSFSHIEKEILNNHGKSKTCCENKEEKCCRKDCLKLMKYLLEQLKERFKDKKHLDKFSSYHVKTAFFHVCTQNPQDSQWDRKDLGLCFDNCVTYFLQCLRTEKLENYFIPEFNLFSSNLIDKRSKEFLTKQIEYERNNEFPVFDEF
Active calls of the source: *; . = no result given; & = joins results of further samples. Cut-off read from the data, not from the text of the source, unless noted: active = inhibition above about 40%; inactive = the rest.

SMILES	mcGAS lum	NPYLR7 ag	hcGAS lum
Cc1cc(C(=O)N2CCCC(c3[nH]ncc3-c3ccc(F)cc3)C2)c(=O)[nH]c1C (stereo unspecified)	.	14	7
c1ccc(C2CCCN(Cc3nc(-c4cnccn4)no3)CC2)cc1 (stereo unspecified)	.	4	-3
Cc1ccc(S(=O)(=O)NCC2CCCC2O)c(F)c1 (stereo unspecified)	.	6	-13
O=C(NCCc1ccccn1)c1coc(CN(CCc2c[nH]c3ccccc23)Cc2cccc(Cl)c2Cl)n1	-2	22	-4
O=S(=O)(c1ccc(-c2ccon2)s1)N1CCC2(CCNCC2)C1	-22	2	-5
COCCn1c(SC(C)C(=O)C23CC4CC(CC(C4)C2)C3)nc(C)c1C (stereo unspecified)	.	-5	-5
Cc1ccc(NC(=O)CN2CCN(Cc3ccco3)CC2)cc1F	.	0	0
O=C(c1nnc2n1CCN(Cc1ccccc1)C2)N1CCCCC1	.	13	-8
COCCNC(=O)c1cc2c(=O)n(C)c(=O)n(C)c2n1Cc1ccco1	-8	1	-6
CC(NCCC1=CCCCC1)C(=O)NC1CCCC1 (stereo unspecified)	.	0	1
Cc1cn2c3c(=O)[nH]c(=O)n(C)c3nc2n1-c1ccc(C(F)(F)F)cc1	.	0	-5
COc1ccc(-c2cc(COC(=O)Cc3ccc(Cl)cc3)no2)cc1OC	.	-1	3
CCc1nc(SCC(=O)N(CC)CC)c(C#N)c2c1CCCC2	.	-2	3
NC(=O)c1cccc(CC2CCN(C(=O)CCN3CCc4ccccc43)C2)c1 (stereo unspecified)	-11	5	-6
CC1C(=O)N(c2ccc(Cl)cc2Cl)CCN1Cc1ccccc1F (stereo unspecified)	-7	0	-8
COc1ccc(N(C(N)=S)C2=NCCCCC2)cc1	.	11	3
Cc1nc(C(=O)NC(C)c2ncn[nH]2)cs1 (stereo unspecified)	.	8	-6
O=[N+]([O-])c1cc(S(=O)(=O)c2ccc(Cl)c([N+](=O)[O-])c2)ccc1Cl	.	8	-4
Cc1ccc(NC(=O)N2CCC3(CC2)NC(=O)c2ccc(Cl)cc2N3)c(C)c1	0	-4	0
COc1ccc(-n2c(=O)c3ccccc3n(CC(=O)NCc3ccco3)c2=O)cc1	-5	-5	-6
CC1(C(=O)NS(=O)(=O)c2ccc(F)cc2F)CCN1C(=O)CCC1CCCC1 (stereo unspecified)	.	4	-5
COc1ccc2cc(CNC(=O)CCCn3c(=O)oc4ccccc43)ccc2c1	.	4	-7
Cc1ccc(NC(=O)CCCc2cccs2)cc1S(=O)(=O)N1CCOCC1	-7	-2	-6
Cc1cccc(CN2CCC(Oc3ccc4ncccc4c3)(C(=O)O)CC2)n1	.	4	-5
O=C(NCCNc1cc(-n2cccn2)ncn1)Nc1cccc(C(F)(F)F)c1	-5	-7	1
CCCCc1ccc(C(NCc2cnn(C)c2)c2cccs2)cc1 (stereo unspecified)	.	-3	-7
O=C(c1cn(C2CCCCC2)nn1)N1CCC(Cc2ccccc2F)CC1	.	1	-3
O=C(O)C1CC2(CCNCC2)CN1Cc1ccccc1Cn1cccn1 (stereo unspecified)	.	3	-10
CCC(C)(NC(=O)Nc1c(F)cccc1F)c1nc(C)cs1 (stereo unspecified)	.	4	4
CSc1nn(CC(=O)Nc2ccc(Br)cc2)c(N)c1S(=O)(=O)c1ccc(C)cc1	5	-14	8
O=C(OC1CCN(Cc2ccsc2)CC1)C1CCC1	.	11	-10
CCOC(=O)CC1C(=O)NCCN1C(=O)CC[C@@H](C)[C@H]1CC[C@H]2[C@@H]3C(=O)C[C@@H]4CC(=O)CC[C@]4(C)[C@H]3CC(=O)[C@]12C (stereo partly specified)	-4	-6	-2
COc1ccc(NC(=O)Cn2nc([N+](=O)[O-])cc2C)cc1OC	-1	-1	0
CC(=O)Nc1ccc(Cl)c(C(=O)N2CCCCC2C(=O)O)c1 (stereo unspecified)	.	22	-4
O=C(NC1CC2CCC(C1)N2CC1CCCO1)c1cc(C(F)(F)F)cc(C(F)(F)F)c1 (stereo unspecified)	-5	-1	-2
COc1ccc(S(=O)(=O)NCCc2ccc(F)cc2)cc1N1CCN(C(=O)c2c(F)cccc2F)CC1	-7	36	-10
CCN(CC)C(=NS(=O)(=O)c1ccccc1)c1ccc(Cl)cc1	-4	-4	-4
C=CCn1nc(C(=O)N2CCCCC2)c2c1CCC(NCC1(N3CCCCC3)CCCC1)C2 (stereo unspecified)	-13	7	0
COc1cn(CC(=O)Nc2ccc(OC(F)(F)F)cc2)c(CSc2nccc(C)n2)cc1=O	-4	-1	1
COc1ccc(C2=NOC(CN(Cc3cccc(C(F)(F)F)c3)C(=O)C3CCCC3)C2)cc1OC (stereo unspecified)	-6	-1	-3
O=C(Nc1ccc(N2CCCCS2(=O)=O)cc1)c1cccc([N+](=O)[O-])c1	.	5	-4
O=C1c2cccnc2C(=O)N1c1ccc(F)cc1	-5	-1	-10
CCc1ccc2nc(N(CCCn3ccnc3)C(=O)c3cccs3)sc2c1	-2	-9	-3
CCCn1c(=O)c2c(nc3n2CCN3c2ccc(OCC)cc2)n(C)c1=O	.	-4	-8
C=CCN1C[C@@H]2C[C@@H](C(=O)OCC)N(C(=O)c3ccc(F)cc3)c3cccc(c32)C1=O	-2	-3	2
CCc1nc2n(n1)C(=O)C(C(c1ccc([N+](=O)[O-])cc1)N1CCC3(CC1)OCCO3)S2 (stereo unspecified)	-7	0	-8
Cc1ccccc1COc1cn(CC(N)=O)c(C)cc1=O	-7	1	-10
Cc1cc(C(=O)NC2CC(=O)N(Cc3ccccc3Cl)C2)nc(C)n1 (stereo unspecified)	-13	16	-7
Cc1ccc2nc(N(CCN3CCOCC3)C(=O)c3ccno3)sc2c1	.	1	-4
O=C(Cn1cnc2ccc(Br)cc2c1=O)NC1CCCCC1	.	6	-4
Cc1ccc2nc(-c3ccc(O)c(Cl)c3)oc2c1	0	-3	-2
CSCC(=O)N1CCCC(CNC(=O)c2ccccc2Cl)C1 (stereo unspecified)	0	-6	4
CCOC(=O)C1CCN(C(=O)c2coc(CN(Cc3cccc(F)c3)Cc3ccc4c(c3)OCO4)n2)CC1	-5	16	-4
CCCCNC(=O)c1ccc(C)c(OCC)c1	.	-7	-11
COc1ccc(C=NOCc2nnc(-c3ccc(F)cc3)o2)cc1	.	7	-4
COc1ccc(CNC(=O)CCC2CCCN(C(=O)c3cccc(Cl)c3)C2)c(OC)c1 (stereo unspecified)	.	5	-3
Cc1ccc(C)c(CSc2nc(=O)n3ccccc3n2)c1	-8	12	-3
CCCCN(CC(=O)N1c2ccccc2-n2cccc2C1c1cc(OC)ccc1OC)C(=O)c1ccc([N+](=O)[O-])cc1 (stereo unspecified)	-5	16	-7
O=C(C1CC2C=CC1C2)N(Cc1cccnc1)Cc1ccco1 (stereo unspecified)	.	-1	-5
O=C(CSc1nnc(-c2ccco2)o1)N1CCOCC1	.	-5	2
Continued:
SMILES	mcGAS lum	NPYLR7 ag	hcGAS lum
Cc1cc(N=Cc2nc(-c3cccc4ccccc34)oc2O)no1	-5	1	-7
Cc1ccc(CCC(=O)Nc2cccc(CN3CCSCC3)c2)c(C)c1	.	-4	-9
O=C1OC(c2cccc(F)c2)=NC1=Cc1ccc(F)c(F)c1	.	2	-2
O=C1CCC2(C(=O)OCCCn3c(=O)[nH]c4ccccc43)Sc3ccccc3N12 (stereo unspecified)	-1	0	11
COc1cccc(OC)c1-c1ccc(CN2CCCCC2)cc1	.	-4	-1
COc1ccc(CNc2ccc([N+](=O)[O-])cc2)cc1	-5	-4	-3
Cc1ccc(OCCS(=O)(=O)N2CCc3c(nc(C)[nH]c3=O)C2)cc1	.	9	-8
COCCNC(=O)c1cc(NC(=O)c2cccc(Br)c2)ccc1N1CCC(Cc2ccccc2)CC1	-4	.	-6
CCCn1cnnc1C1CCN(C2CCCCC2)CC1	-5	.	-12
Cc1cc2n(n1)CC(CNCC1CCN(Cc3ccccc3)CC1)CN2 (stereo unspecified)	.	4	-2
CCc1cccc2c(C(CC(=O)NCCCN3CCOCC3)c3ccc4c(c3)OCO4)c[nH]c12 (stereo unspecified)	-7	5	-3
N#Cc1c(Cl)cccc1Oc1ccc(S(=O)(=O)N2CCOCC2)cc1	.	4	-4
COCCN(Cc1csc(COc2cc(C)cc(C)c2C)n1)C(=O)C1CC1	-5	15	-4
CCOC(=O)Cn1c(-c2cccc(N3C(=O)c4ccccc4C3=O)c2)csc1=Nc1ccccc1	.	-5	-7
COc1ccc(-c2c[nH]c(=S)n2-c2ccc(Cl)cc2)cc1	0	-12	3
CCSc1ccc(C(=O)NCCC(=O)Nc2ccncc2)cn1	-16	-3	-11
Cc1cc(F)cc(C(=O)NCCNC(=O)Cc2ccc(F)cc2)c1	-17	1	-7
COc1ccc2c(c1)CCc1c-2noc1-c1ccc(C)c(NC(=O)c2c(-c3ccccc3)noc2C)c1	-8	3	-8
O=C(Nc1cc2c(cc1Cl)OCCO2)c1ccncc1	.	1	-5
COc1ccc(C(=O)Nc2cc(C(F)(F)F)ccc2N(C)C)cn1	-16	13	-11
Cc1cccc(N2CCN(S(=O)(=O)c3cc(F)cc(F)c3)CC2)c1	.	-8	-3
CC(C)(C)C(=O)OCOP(=O)(COCCn1cnc2c(N)ncnc21)OCOC(=O)C(C)(C)C	.	-16	-5
COc1ccc(OC)c(C2CCCN2C(=O)CN2C(=O)COc3ccc(Cl)cc32)c1 (stereo unspecified)	.	1	2
Cc1c(CN(C)C(=O)C2CC3(CCNCC3)CN2)[nH]c2ccccc12 (stereo unspecified)	.	15	1

Arranged by formula weight (lowest first): part of the list above.
SMILES	mcGAS lum	NPYLR7 ag	hcGAS lum
CCC(C)(NC(=O)Nc1c(F)cccc1F)c1nc(C)cs1 (stereo unspecified)	.	4	4
COc1ccc(C(=O)Nc2cc(C(F)(F)F)ccc2N(C)C)cn1	-16	13	-11
COc1ccc(S(=O)(=O)NCCc2ccc(F)cc2)cc1N1CCN(C(=O)c2c(F)cccc2F)CC1	-7	36	-10

Continued:
SMILES	mcGAS lum	NPYLR7 ag	hcGAS lum
O=C(NCC1CCCO1)c1ccccc1N1CCC(NC(=O)C2CC2)CC1 (stereo unspecified)	-4	12	-12
C#CCN(Cc1ccco1)C(=O)C1CC(=O)Nc2ccc(F)cc21 (stereo unspecified)	-13	.	-9
OCc1cnn(-c2ccccc2)c1-n1cccc1	.	23	-2
C=CCNCc1cccn1-c1sc2c(c1C#N)CCCC2	-3	0	1
N#CCCN(CCc1ccccn1)C(=O)c1ccc(-n2nc(-c3cccc(Cl)c3)cc2N)cc1	0	-7	-1
COC(=O)c1ccc(C(=O)N2CCc3ccccc3C2c2ccccc2Cl)cc1 (stereo unspecified)	-7	19	-5
Nc1nc2c(cnn2CCc2ccccc2)c2nc(-c3ccco3)nn12	.	24	-8
CCC(C)n1nccc1NC(=O)C(C)Sc1nncs1 (stereo unspecified)	-4	-3	3
COC(=O)c1cc2oc(C)cc2n1CC(C)=O	-3	2	-6
CCCn1c(C(=O)NN2CCCC2=O)cc2c(=O)n(C)c(=O)n(C)c21	-2	0	0
COc1cc(OC)cc(-c2cc3c(Nc4cccnc4)nccc3[nH]2)c1	-2	2	1
Cc1cccnc1NC(=O)C1CCCN(c2ccc(-c3cccs3)nn2)C1 (stereo unspecified)	-5	-5	2
Cc1occc1C(=O)N1CCNCC1C(=O)NCc1ccccn1 (stereo unspecified)	.	1	-10
CC(C)(CNC(=O)C1CCOCC1)c1cccc(Br)c1	.	4&5	-4&-4
Cc1cccc(C(=O)Nc2c(C)nc3c(C)cccn3c2=O)c1	.	3	-16
O=C(Nc1ccc(C(F)(F)F)cc1)N1CCC(CN2C(=O)CSC2c2ccccc2F)CC1 (stereo unspecified)	-4	7	-3
CCc1c(C)cc(C(=O)N(C)Cc2ccsc2)c(=O)n1C	.	26	-4
COc1ccc(NC(=O)c2ccoc2COc2ccc(C)cc2)cc1	.	7	-3
Cc1c(C)c(C(=O)Nc2ccc3c(c2)OCO3)n(Cc2ccccc2F)c1C	-9	19	-7
CCOC(=O)c1c(CN2CCCC2)n(C)c2cc(Br)c(OC)cc12	2	3	2
Clc1ccc(Cl)c(-c2ccc(CNCCN3CCCC3)o2)c1	.	0	-6
COc1ccc(C)cc1C(C)NCc1ccccc1OCC(=O)N1CCCC1 (stereo unspecified)	.	0	-3
CCCn1ncc(C(=O)NCCn2ncc3ccccc3c2=O)c1C	.	13	-9
O=C(c1ccco1)N1CCN(c2cc(Oc3ccc(F)c(F)c3)ncn2)CC1	-3	5	-1
CC(=O)CSc1nc(C)nc2c1oc1ccccc12	-9	5	-2
Cc1nn(C)c(C)c1-c1ccnc(NCc2ccc3c(c2)OCO3)n1	.	2	-6

Filtered by structure: the entries above with a furan ring, fused or not (13)
SMILES	mcGAS lum	NPYLR7 ag	hcGAS lum
Cc1ccc(NC(=O)CN2CCN(Cc3ccco3)CC2)cc1F	.	0	0
COCCNC(=O)c1cc2c(=O)n(C)c(=O)n(C)c2n1Cc1ccco1	-8	1	-6
COc1ccc(-n2c(=O)c3ccccc3n(CC(=O)NCc3ccco3)c2=O)cc1	-5	-5	-6
O=C(C1CC2C=CC1C2)N(Cc1cccnc1)Cc1ccco1 (stereo unspecified)	.	-1	-5
O=C(CSc1nnc(-c2ccco2)o1)N1CCOCC1	.	-5	2
C#CCN(Cc1ccco1)C(=O)C1CC(=O)Nc2ccc(F)cc21 (stereo unspecified)	-13	.	-9
Nc1nc2c(cnn2CCc2ccccc2)c2nc(-c3ccco3)nn12	.	24	-8
COC(=O)c1cc2oc(C)cc2n1CC(C)=O	-3	2	-6
Cc1occc1C(=O)N1CCNCC1C(=O)NCc1ccccn1 (stereo unspecified)	.	1	-10
COc1ccc(NC(=O)c2ccoc2COc2ccc(C)cc2)cc1	.	7	-3
Clc1ccc(Cl)c(-c2ccc(CNCCN3CCCC3)o2)c1	.	0	-6
O=C(c1ccco1)N1CCN(c2cc(Oc3ccc(F)c(F)c3)ncn2)CC1	-3	5	-1
CC(=O)CSc1nc(C)nc2c1oc1ccccc12	-9	5	-2

From PubChem BioAssay
